Screening results from PubChem BioAssay.
TRPN1 ag: zebrafish TRPN1 (NompC) channel agonism; HEK293 zebrafish TRPN1-YFP, Fluo-8 calcium fluorescence; 100% = response to 87 µM carbachol; activation, % at 3 µM; hit rate 0.18% among 220,000; AID 1424;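 active = activation above its plate's cutoff, the mean activation of test wells on that plate plus 3 SD, cut at about 19% in these data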;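 note: 0% = DMSO alone and 100% = 87 µM carbachol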
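System: zebrafish TRPN1-YFP in HEK293 cells / Dosing: 3 µM single point / Timing: dye loading 1 h at 37 °C, then 30 min room temperature / Signal: Fluo-8 calcium fluorescence, excitation 470-495 nm, emission 515-575 nm / Read-out basis: percent activation from peak over basal fluorescence ratio, control-normalized / Control set: high carbachol 87 µM, low DMSO alone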
KCC2 mod: modulates chloride dependent transport by human KCC2; KCC2 cells, thallium flux FluoZin-2 fluorescence; hit rate 2.2% among 190,000; B-score of Tl+ flux slope (higher = more flux/activation; lower = inhibition) at 10 µM; Q9H2X9;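 active = thallium flux slope and its plate-corrected score both differing from the plate sample mean at a set confidence after two filtering rounds, in either direction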;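 note: slope of fluorescence scaled to starting intensity during 10 to 20 s after thallium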
Furin inhibitor: inhibitors of human furin. purified furin, fluorogenic substrate cleavage. inhibition, % at 30 µM. hit rate 0.061% among 220,000. AID 463115; in the data active = inhibition above about 25%; note: inactives centre near -15
PPC-1+TRAIL kill: kills PPC-1 cancer cells in the presence of TRAIL | PPC-1 cells + TRAIL, ATPLite viability luminescence | cell killing (% activity), % at 4 µM | hit rate 0.41% among 220,000 | AID 1443;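 active = cell killing above 50% in the first pass at 4 µM, then a duplicate retest at 5 µM averaging 50% or more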;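 note: plate controls were cells with TRAIL plus DMSO for no effect and medium-only wells lacking cells for full effect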
EBV gp42 inh: EBV gp42 inhibition. AID 1085. Fluorescence polarization binding assay, mP read-out. inhibition, % (tested at 21.74 µM). hit rate 0.42% among 220,000; in the data active = inhibition above about 50%
Tb hexokinase: T. brucei hexokinase 1 inhibition | inhibition, % at 10 µM | recombinant TbHK1, G6PDH-coupled NADH A340 | AID 1430 | hit rate 0.11% among 220,000;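 active = inhibition of 50% or more in the single-dose primary screen; inactive = inhibition below 50%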
m-calpain inh: inhibitors of pig calpain II. hit rate 0.37% among 220,000. AID 1236. purified calpain II, fluorogenic peptide substrate, 30 min. inhibition, % at 16 µM;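 active = inhibition above about 50%, limit read from the data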
TRPML3 ag: agonists of human TRPML3 channel; AID 1448; hit rate 0.29% among 220,000; HEK293 TRPML3-YFP, Fluo-8 calcium fluorescence; 100% = the carbachol control signal; activation, % at 3 µM;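 active = activation above its plate's cutoff, the mean activation of the plate's test wells plus 3 SD, cut at about 12% in these data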;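 note: 0% = DMSO only wells and 100% = carbachol wells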
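system = HEK293 cells stably carrying human TRPML3-YFP | doses = one concentration, 3 µM nominal, 0.3% DMSO | timing = dye loading 1 h 37 °C then 30 min ambient, 125 s read | detection = Fluo-8 calcium dye fluorescence, ex 470-495, em 515-575 nm | benchmarks = high control carbachol 87 µM, low control DMSO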
Thrombin inh: inhibitors of human thrombin. P00734. alpha-thrombin, Boc-VPR-AMC fluorogenic substrate cleavage. inhibition, % at 5 µM. hit rate 0.26% among 220,000. AID 1046;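 active = inhibition at or above 40%; inactive = inhibition below 40%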;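 note: 0% = enzyme with no compound and 100% = wells without enzyme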
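System – human alpha-thrombin · Medium – pH 7.5 Tris (50 mM) with NaCl 150 mM, Tween 20 0.05% · Compound – single-point dosing at 5 µM, 0.2% DMSO · Incubation – enzyme reaction carried out at room temperature · Technique – fluorescence of released AMC, ex 355 nm, em 460 nm · Read-out basis – % inhibition of thrombin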
Numbers without * were called inactive; i = inactive; nt = not tested or not shown; [ ] = dose if it differs, or a comment.

Compound	TRPN1 ag	EBV gp42 inh	Furin inhibitor	KCC2 mod	Thrombin inh	PPC-1+TRAIL kill	m-calpain inh	Tb hexokinase	TRPML3 ag
CN(C1CC(C)(C)N(O)C(C)(C)C1)S(=O)(=O)CC12CCC(CC1=O)C2(C)C (stereo not drawn)	1.9	-10	-27	-0.0032	-12	8	-1	-4	1.6
c1ccc(CN2CCN(CCN3CCn4c3nc3ccccc34)CC2)cc1	-1.7	-8	-16	-0.2	3	-7	-10	1	0.5
CCOc1ccc(-c2[nH]ncc2-c2csc(C)n2)c(O)c1	-2.0	-5	-17	0.54	-16	-9	-6	-1	0.5
Cc1ccc(S(=O)(=O)N(C)C)cc1NC(=O)CN1C(=O)NC2(CCCc3ccccc32)C1=O (stereo not drawn)	-1.9	-17	-12	1.7	-5	8	1	30	0.2
CCc1ccc(NC(=O)CSc2nc3ccccc3c(=O)n2CCCN2CCC(C)CC2)cc1	-1.0	2	-24	0.029	1	25	-21	8	1.6
CCO[C@@H]1OC(C(=O)NCc2ccccc2)=C[C@H](c2ccc(C(F)(F)F)cc2)[C@H]1CCCO	1.4	3	-6	-0.0039	-5	20	29	-20	0.7
O=C(Oc1cccnc1)c1ccco1	-0.9	5	-10[20 µM]	0.2	0	0	-10	3	0.4
COc1cc(C(=O)NC(CCSC)C(=O)OCC(=O)C(C)(C)C)cc(OC)c1OC (stereo not drawn)	-1.3	-7	-5	-0.017	-7	22	-21	-4	-1.3
O=C1CCCc2nc(N3CCc4ccccc43)ncc21	1.6	-21	7	-0.98	-1	41	18	-31	0.5
COC(=O)c1ccc(C2/C(=C(\O)c3cccc(OC)c3)C(=O)C(=O)N2CCCN(C)C)cc1 (stereo not drawn)	0.9	0	-18	0.36	1	16	3	-99	0.4
O=C(CN1C(=O)CCS(=O)(=O)c2ccccc21)Nc1cccc(F)c1	0.8	-14	-6[20 µM]	nt	0	14	-20	1	0.7
CCOC(=O)c1ccc(NS(=O)(=O)c2ccc3[nH]c(=O)[nH]c3c2)cc1	-1.3	-30	-12[20 µM]	0.6	2	-1	-2	1	0.8
CCCNCC(O)Cn1c2ccccc2n2c(=O)cc(C)c(C#N)c12 (stereo not drawn)	-0.3	-29	-7	-0.12	2	11	-28	-22	0.8
CCOc1ccc(NC(=O)c2ccc(NC(=O)c3cn4c5c(c(N6CCN(C)CC6)c(F)cc5c3=O)OCC4C)cc2)cc1 (stereo not drawn)	0.8	-45	-21	0.1	3	13	-213	-44	0.9
c1ccc(C2=Nc3ccccc3OC2)cc1	0.2	-2	-17[20 µM]	nt	3	-4	-11	-8	1.1
Cc1cccc2cc3c(nc12)SC(=NCC1CCCO1)N(Cc1ccco1)C3 (stereo not drawn)	1.4	-24	-21	1.3	19	13	-20	-4	2.0
CSc1nnc(-c2ccncc2)n1CCCN1CCCC1=O	0.9	nt	-19	nt	nt	11	nt	-4	0.2
[O-]/C(=C(\C(=S)Nc1ccc(SC(F)F)cc1)[n+]1ccccc1)c1cc(Cl)ccc1Cl	0.1	-3	-4	-0.2	-4	13	-37	-23	-1.0
O=C(N/N=C/c1ccc2c(c1)OCO2)c1ccc(Cn2cc([N+](=O)[O-])cn2)o1	0.4	-7	-10	-3.5	-5	8	2	-34	0.9
CCN(/N=C/c1ccc(Cl)cc1)c1cc(=O)n(C)c(=O)[nH]1	0.3	-3	13	-0.038	3	8	26	-57	0.2
COc1cc(NS(=O)(=O)c2ccc(NC(=O)C3CCCO3)cc2)nc(OC)n1 (stereo not drawn)	0.1	-12	20[20 µM]	-0.64	-2	7	-5	3	1.6
Cc1nn(-c2cc(C(F)(F)F)ccc2Cl)c2nc(C(F)(F)F)[nH]c(=O)c12	0.2	-9	-8	-1.5	-7	-6	5	-7	0.1
Cc1ccccc1NC(=O)Cc1nnc(SCc2ccc(Cl)c(Cl)c2)n1C	1.2	4	-14[20 µM]	nt	1	-6	-31	-5	-0.2
O=C1C=C(NCc2ccc3c(c2)OCO3)CC(c2ccccc2)C1 (stereo not drawn)	0.5	-9	-23	-1.9	-2	-6	19	-1	0.4
CCCC(=O)Nc1ccc2nc(SCC(=O)Nc3nccs3)sc2c1	1.6	6	-14[20 µM]	nt	-7	-2	-2	0	1.1
CCCSCC(=O)Nc1ncc2c(n1)-c1ccccc1CC2	-0.7	60*	0	-0.65	-11	-17	-46	10	-0.3
Cc1ccc(NC(=O)c2c(C(F)(F)F)nn(C)c2Cl)cc1C	-0.3	-8	-23[20 µM]	0.14	0	23	-70	-3	-0.1
NC(=O)c1ccccc1	-1.4	-24	-8	1.4	-6	-8	-15	-2	-0.1
CCc1nc(CN2CCN(Cc3ccc(F)c(F)c3)C(CCO)C2)c(C)[nH]1 (stereo not drawn)	0.9	-7	-22	0.18	-6	11	-40	-1	-0.4
C/C(=N\NC(=O)c1cc2ccccc2cc1O)c1cc2ccccc2o1	-0.5	-9	-22	nt	-3	5	-21	-91	0.3
COc1ccc(NC(=O)CN(Cc2ccccc2)S(C)(=O)=O)cc1OC	-0.8	-1	-20	0.7	-6	14	-10	-5	0.5
Cc1cc(C)cc(OC(C)c2ccnc3nc(/N=C/N(C)C)nn23)c1 (stereo not drawn)	-2.2	0	-4[20 µM]	0.74	-5	24	-76	-16	-0.4
Brc1cccc(-c2nnc3sc(CN4CCCCC4)cn23)c1	0.9	-12	-17	-0.11	2	-20	-7	1	0.5
CCN(CC)C(=O)CN(C#N)c1nc(NC(C)C)nc(NC(C)C)n1	2.5	-19	-13	-0.25	-1	20	-35	16	0.2
CCCOc1c(OC)cccc1C1CC(=O)Nc2cc(OC)c(OC)c(OC)c21 (stereo not drawn)	-1.3	-16	3	-0.6	2	23	2	0	-1.2
CCOC(=O)c1sc2nc(C(C)C)c3c(c2c1N)CCC3	-1.7	7	-27	-0.046	-9	23	-344	3	0.6
COc1cc2cc(CN(C(=O)Nc3ccccc3)C3CCCC3)c(=O)[nH]c2cc1OC	0.4	-3	-24	-0.29	2	7	-89	-32	0.3
COc1cc(C=O)ccc1OC(=O)c1ccc(C(C)C)cc1	-1.1	3	-16	0.084	-3	37	-15	-7	0.6
CC1(C)OC(=O)C(=NNc2ccccc2)C(=O)O1	0.5	9	-3	0.41	-4	21	12	-37	0.8
Cc1ccc(S(=O)(=O)NC(=O)Nc2cccc(C)n2)cc1	-1.4	-18	-7	0.9	2	15	16	-8	0.7
CSCCC(N=Cc1c(O)n(-c2ccc(F)cc2)c(=O)[nH]c1=O)C(=O)O (stereo not drawn)	0.8	-20	-4	0.4	0	-3	-5	22	1.1
COc1cc(-c2c(C#N)c(N)nc(SCc3ccncc3)c2C#N)cc(OC)c1OC	7.6	7	-18	nt	-2	-7	-5	-53	1.9
O=C(CN(C(=O)Cn1nnc(-c2ccc(F)cc2)n1)C1CCCC1)NC1CCCC1	0.7	-11	-20	-0.25	-3	22	-24	2	-0.2
COc1ccc2cc(-c3[nH]ncc3CN3CCCN(c4ccccc4)CC3)ccc2c1	-2.2	-5	-29	nt	-4	0	-26	-3	0.8
O=C(Nc1ccccc1OC(F)F)c1oc2ccccc2c1COc1ccccc1	-1.4	-3	-5	0.79	-2	10	-52	3	0.2
COCCCNC(=O)c1ccc2nc3ccccc3c(=O)n2c1	1.3	-6	-43	nt	0	-12	i	8	1.4
CCOC(=O)CSc1nnc(Cc2ccccc2)n1-c1ccc(C)cc1	-0.4	-10	-8[20 µM]	0.022	1	17	-14	2	-0.4
Cc1ccc(N(CC(=O)N/N=C/c2ccco2)S(=O)(=O)c2ccccc2)cc1	-0.7	-9	-19[20 µM]	-0.77	-2	7	15	0	0.1
CC(C)NC(=O)C1CCN(C2CCN(Cc3ccc4cccc(F)c4n3)CC2)CC1	-0.5	-15	-16	0.66	-4	-8	5	-15	0.4
Cn1c(N)c(C(=O)CCl)c(=O)n(C)c1=O	-1.2	-20	-15[20 µM]	0.0057	-6	13	-23	-8	-0.1

Shown with two lines to a compound: entries from further up.
Fields: TRPN1 ag, EBV gp42 inh, Furin inhibitor, KCC2 mod, Thrombin inh, PPC-1+TRAIL kill, m-calpain inh, Tb hexokinase, TRPML3 ag
- CCOc1ccc(NC(=O)c2ccc(NC(=O)c3cn4c5c(c(N6CCN(C)CC6)c(F)cc5c3=O)OCC4C)cc2)cc1 (stereo not drawn)
→ 0.8, -45, -21, 0.1, 3, 13, -213, -44, 0.9
- c1ccc(C2=Nc3ccccc3OC2)cc1
→ 0.2, -2, -17[20 µM], nt, 3, -4, -11, -8, 1.1
- Cc1cccc2cc3c(nc12)SC(=NCC1CCCO1)N(Cc1ccco1)C3 (stereo not drawn)
→ 1.4, -24, -21, 1.3, 19, 13, -20, -4, 2.0
- CSc1nnc(-c2ccncc2)n1CCCN1CCCC1=O
→ 0.9, nt, -19, nt, nt, 11, nt, -4, 0.2
- [O-]/C(=C(\C(=S)Nc1ccc(SC(F)F)cc1)[n+]1ccccc1)c1cc(Cl)ccc1Cl
→ 0.1, -3, -4, -0.2, -4, 13, -37, -23, -1.0
- O=C(N/N=C/c1ccc2c(c1)OCO2)c1ccc(Cn2cc([N+](=O)[O-])cn2)o1
→ 0.4, -7, -10, -3.5, -5, 8, 2, -34, 0.9
- CCN(/N=C/c1ccc(Cl)cc1)c1cc(=O)n(C)c(=O)[nH]1
→ 0.3, -3, 13, -0.038, 3, 8, 26, -57, 0.2
- COc1cc(NS(=O)(=O)c2ccc(NC(=O)C3CCCO3)cc2)nc(OC)n1 (stereo not drawn)
→ 0.1, -12, 20[20 µM], -0.64, -2, 7, -5, 3, 1.6
